CFTR F508del cor: correctors of CFTR F508del function in bronchial epithelial cells. CFBE cells, YFP halide quenching; stimulated with forskolin plus potentiator P3; % fluorescence drop versus neutral controls. activity (quench increase), % at 7.58 µM. 350,000 tested, 0.36% active;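 active means mean added fluorescence quench of at least 8% versus neutral control, with both replicates also reaching 8%; inconclusive means only one of the mean or replicate conditions met; inactive means mean below 8% and not both replicates reaching 8%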;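 further: cells transiently co-express mutant CFTR-F508del with the halide-sensitive YFP; corrector assay measuring rescue of mutant channel to the surface after 24 h compound exposure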
PglD DTNB: blocks C. jejuni PglD acetyltransferase activity | purified PglD enzyme, DTNB colorimetric CoA detection | inhibition, % at 12.5 µM | 360,000 tested, 0.098% active | AID 602405; in the data active means inhibition above about 16%, passing the limit was not always enough; inconclusive means no clear call, values can overlap the other calls; further: strong numbers were not always called active
PGC1a acetyl inh: lowers PGC1a acetylation signal in U2OS cells. AlphaScreen anti-acetyl-lysine; with virally co-expressed GCN5 acetyltransferase. inhibition, % at 15.6 µM. 350,000 tested, 0.17% active. AID 651687;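 active means every replicate shows inhibition of at least 40%; inconclusive means mean inhibition at least 40% but some replicate below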;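 further: 0% = neutral control wells and 100% = positive control wells; some results beyond the cut were filed as inactive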
Statin myotox sup: protects C2C12 myotubes from simvastatin toxicity; ATP luminescence, 48 h; scaled: DMSO 0, geranylgeraniol control 100; rescue of ATP level, % at 7.49 µM; 330,000 tested, 0.78% active;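 active means mean ATP rescue above about 67%, or every replicate alone reaching that limit, limit read from the data, passing the limit was not always enough; inconclusive means no clear call, values can overlap the other calls; inactive means mean under the limit and some replicate under it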;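 further: myotubes were challenged with 10 µM simvastatin during compound exposure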
miR122 inh: inhibitors of miR-122 in Huh7 cells; activation (reporter increase), % at 12.5 µM; AID 602342; Huh7 miR-122 Renilla luciferase sensor, 48 h; neutral wells = 0, positive control = 100; 340,000 tested, 0.3% active;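 active means mean replicate activation score at least 90 and every replicate individually at or above 90; inconclusive means only one of the two criteria met; inactive means neither criterion met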;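 further: higher luciferase means less miR-122 activity so hits act as miR-122 inhibitors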
Cneo AK release: Cryptococcus neoformans lysis via adenylate kinase release | lysis activity, % at 15 µM | C. neoformans lysis, adenylate kinase release luminescence, 4 h; normalised: neutral wells 0, clomiphene wells 100 | 360,000 tested, 0.2% active;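 active means mean lysis activity across replicates of at least 80%, whatever share of replicates individually reach that level; inactive means mean lysis activity below 80%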
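Schedule: static 4 h at 37 °C with compound, 1 h detection; system: C. neoformans cells; benchmarks: Clomiphene as positive control; buffer or medium: fresh YPD medium; measure: luminescence rise reflecting yeast cell lysis; measured by: luminescent adenylate kinase detection reagent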
FN deposit inh: fibronectin deposition inhibition. AH1F fibroblasts, Alexa488-fibronectin deposition fluorescence, overnight. inhibition, % at 12.6 µM. 350,000 tested, 0.086% active;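 active means mean inhibition across replicates of 30% or more, regardless of how many single replicates reach that level; inconclusive means mean under 30% yet at least half of replicates reach 30%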;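 further: positive control wells lacked labelled fibronectin entirely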
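test system = AH1F fibroblasts assembling fluorescent fibronectin matrix | quantity = 10000 AH1F cells per well | buffer or medium = DMEM plus 2% serum, read in PBS | doses = single dose, pinned | incubation = 1 h cell attachment, overnight exposure to compound and label | detection = fluorescence at 485 nm excitation, 525 nm emission | read-out basis = inhibition from reduced deposited-fibronectin fluorescence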
GSIS activator: primary screen for activators of insulin secretion dependent on glucose, INS-1E cells, GLuc reporter luminescence; INS-1E GLuc reporter insulin secretion, 2-3 h; activation, % at 16.6 µM; 370,000 tested, 0.61% active;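 active means lowest replicate activation of at least 40%, so every replicate reaches that level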;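 further: 0% = median of neutral control wells and 100% = median of IBMX positive control wells; some compounds called inactive have numbers as strong as hits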
* = called active by the depositor; ? = inconclusive; . = not tested or not shown; & = joins results of further samples; [ ] = dose if it differs, or a comment. This is a random part of the collection; any-hit rate near 2.1%.

no.	SMILES	miR122 inh	Cneo AK release	Statin myotox sup	CFTR F508del cor	PglD DTNB	GSIS activator	PGC1a acetyl inh	FN deposit inh
1	COc1cccc(C(c2nnnn2CS(=O)(=O)c2ccc(C)cc2)N2CCN(C)CC2)c1OC (stereo not given)	-1	0	-13	.	5	.	3	-5
2	O=C(OCC(=O)c1ccc(Cl)s1)c1ccc(CO)cc1	-2	0	-1	3.2	5	10	-5	1
3	C[C@H]1CN([C@@H](C)CO)C(=O)c2cccc(NC(=O)C3CC3)c2O[C@@H]1CN(C)CC1CCCCC1	75[16.7 µM]	1	15	-0.1	20	6	-2	.
4	COc1cc(C(=O)NNC(=S)NCc2ccco2)cc(OC)c1OC	0	2	-2	-2.7	-2	-3	5	0
5	COc1ccc(NC(=O)N(C)C[C@@H]2Oc3ncc(-c4ccc(C#N)cc4)cc3C(=O)N([C@H](C)CO)C[C@@H]2C)cc1	26[16.7 µM]	-5	-4	-0.4	-3	-6	6	.
6	O=C(C[C@@H]1CC[C@H]2[C@@H](COC[C@H](O)CN2Cc2nccs2)O1)NCc1ccccc1F	0[16.7 µM]	44	6	-2.1	-2	14	7	-8
7	Cc1noc(C)c1C(=O)OCC(=O)NCc1ccc(Cl)cc1	1	0	-5	1.1	-2	1	1	8
8	O=C(NCCCN1CCCC1=O)c1cncc(Br)c1	2	1	0	.	-1	.	3	3
9	COc1ccc(CCN2C(=O)C(O)=C(C(=O)c3ccco3)C2c2cccs2)cc1OC (stereo not given)	-1	-2	8	.	.	.	4	.
10	CCn1c(=O)n(CC)c2cc(NC(=O)C(C)c3ccccc3)c(Br)cc21 (stereo not given)	1	3	7	-6.3	4	-29	.	-2
11	O=C(Cc1c[nH]c2ccccc12)N/N=C/c1ccccc1O	1	.	-7	-1.0	.	-10	0	3
12	CCN(CC)CCNC(=O)c1ccc(NC(=O)Cc2cccc3ccccc23)cc1	0	0	-1	-2.4	3	17	-4	7
13	CCN1C[C@@H]2[C@@H]3C(=O)N(C)C(=O)[C@@H]3[C@](C)(C1=O)N2C(=O)c1ccc(Br)cc1	-6	2	0	0.2	-4	15	.	6
14	COc1ccc(S(=O)(=O)Nc2cccc3c2O[C@@H](CN(C)S(=O)(=O)c2cn(C)cn2)[C@@H](C)CN([C@@H](C)CO)C3=O)cc1	-4[16.7 µM]	0	3	3.5	1	11	-4	-6
15	CN(CC(=O)Nc1ccc(Cl)c(C(F)(F)F)c1)C(=O)c1ccc(N2CCOCC2)c([N+](=O)[O-])c1	.	0	-20	-0.1	-3	-31	.	1
16	C[C@H](CO)N1C[C@H](C)[C@H](CN(C)S(=O)(=O)c2cccs2)Oc2ccc(NS(=O)(=O)c3ccccc3)cc2CC1=O	3[16.7 µM]	-12	-3	-0.6	3	-4	11	.
17	Cc1ccc(-c2ccc(C3[C@@H]4CN(Cc5cccc(F)c5)C[C@H]3N4)cc2)cc1 (stereo not given in full)	.	.	.	-1.2&-10	.	997*	-7&1	10
18	Fc1ccc(-c2nnc3ccc(N4CCc5ccccc5C4)nn23)cc1	-10	1	13	-1.5	1	12	17	-8
19	COc1ccc(-c2noc(N3CCC(C(=O)Nc4cccc(OC)c4)CC3)n2)cc1	.	2	6	4.9	4	.	.	-5
20	COc1ccc(C(=O)N2CCCC(c3cc(C(=O)NCc4ccc(F)cc4)no3)C2)cc1 (stereo not given)	-2	5	-10	1.5	3	-11	2	1

4 compounds drawn at random from the list so far:
no.	SMILES	miR122 inh	Cneo AK release	Statin myotox sup	CFTR F508del cor	PglD DTNB	GSIS activator	PGC1a acetyl inh	FN deposit inh
5	COc1ccc(NC(=O)N(C)C[C@@H]2Oc3ncc(-c4ccc(C#N)cc4)cc3C(=O)N([C@H](C)CO)C[C@@H]2C)cc1	26[16.7 µM]	-5	-4	-0.4	-3	-6	6	.
20	COc1ccc(C(=O)N2CCCC(c3cc(C(=O)NCc4ccc(F)cc4)no3)C2)cc1 (stereo not given)	-2	5	-10	1.5	3	-11	2	1
9	COc1ccc(CCN2C(=O)C(O)=C(C(=O)c3ccco3)C2c2cccs2)cc1OC (stereo not given)	-1	-2	8	.	.	.	4	.
1	COc1cccc(C(c2nnnn2CS(=O)(=O)c2ccc(C)cc2)N2CCN(C)CC2)c1OC (stereo not given)	-1	0	-13	.	5	.	3	-5

Continued:
no.	SMILES	miR122 inh	Cneo AK release	Statin myotox sup	CFTR F508del cor	PglD DTNB	GSIS activator	PGC1a acetyl inh	FN deposit inh
21	Cc1ccccc1CNC(=O)c1[nH]c(C(F)(F)F)nc1-c1ccccc1	-1	3	-1	0.0	3	.	3	-8
22	O=C(Cn1nnc(-c2ccccc2)n1)NCc1cccs1	-5	1	-13	.	-2	16	-14	.
23	COc1cccc(-c2nn(C)c3sc(C(=O)Nc4ccc5c(c4)OCCO5)cc23)c1	-2	-1	-84	.	0	.	0	.
24	Cc1noc(C)c1NC(=O)N(C)C[C@@H]1Oc2c(NC(=O)c3ccncc3)cccc2C(=O)N([C@@H](C)CO)C[C@@H]1C	-5[16.7 µM]	-1	-3	-1.4	-7	4	-1	.
25	O=C(Nc1ncc(Cc2ccccc2Cl)s1)c1ccc([N+](=O)[O-])cc1	-6	0	.	.	-2	14	5	3
26	O=C(Nc1cccc(F)c1)Nc1cccc(Cl)c1	.	-3	-18	-3.2	1	-65	.	15
27	O=C(CSc1nc2c(cnn2-c2ccc(F)cc2)c(=O)[nH]1)Nc1nccs1	-3	-1	-6	2.5	-2	-4	6	-2
28	COc1ccc2ccccc2c1/C=N/NC(=O)c1ccc(C)nc1	-8	-3	-2	-0.4	4	2	3	1
29	COc1ccc(OC(=O)Nc2ccccc2)cc1	-8	-7	-4	.	1	1	2	.
30	O=C(NCc1ccc2c(c1)OCO2)c1ccc(S(=O)(=O)NCC2CCCO2)cc1 (stereo not given)	14	1	23	.	-9	.	-8	.
31	Cc1ccc(NC(=O)Nc2ccc3c(c2)OCO3)nc1	-14	.	5	.	.	4	-3	-2
32	C[C@H](CO)N1C[C@H](C)[C@@H](CN(C)Cc2cncnc2)Oc2cc(/C=C/c3ccccc3)ccc2S1(=O)=O	32[16.7 µM]	-1	-54	-0.9	-2	-11	4	.
33	CCc1ccc2nc(NC(=O)CCCc3cccs3)sc2c1	-1	2	-35	.	-5	.	-12	-3
34	CCOC(=O)c1[nH]c2ccc(OC)cc2c1NC(=O)CCN1CCN(Cc2ccccc2)CC1	2	0	0	.	.	.	-7	4
35	C/C(CCS(=O)(=O)c1ccccc1)=N/O	.	.	.	0.3	.	12	-14	12
36	Cc1ccc(NC(=O)NCCCN2CCOCC2)cc1	-1	10	-9	.	.	.	8	.
37	O=S1(=O)CC(O)C(N2CCC(c3ccccc3)CC2)C1 (stereo not given)	2	2	-11	.	-8	.	-7	.
38	CC(=O)Nc1ccc(NC(=O)C(C)OC(=O)C2CCN(S(=O)(=O)c3ccc4c(c3)OCCO4)CC2)cc1 (stereo not given)	-9	4	8	-1.7	-3	-12	14	8
39	CC(C)(C)C(=O)N(Cc1ccccc1)c1ccccn1	-4	1	12	3.1	1	8	45	-3
40	Cc1noc(C)c1NC(=O)N(C)C[C@H]1Oc2ccc(N(C)C)cc2CC(=O)N([C@@H](C)CO)C[C@H]1C	-8[16.7 µM]	2	-12	-3.2	8	11	4	0
41	Cc1cc(C)cc(N(CC(=O)NC2CC3CCC2C3)S(C)(=O)=O)c1 (stereo not given)	-1	-2	14	.	.	.	-83	-3
42	COc1ccc(CCn2c(=N)c(C(=O)NCCN3CCOCC3)cc3c(=O)n4cccc(C)c4nc32)cc1OC	6	-2	4	0.5	0	0	-12	8
43	COCc1nnc(NC(=O)c2cc(Cl)ccc2OC)s1	-8	0	5	.	2	.	.	-4
44	CCN1[C@@H]2Cn3c(ccc(-c4ccccc4OC)c3=O)[C@H]1[C@@H](C(=O)NCc1ccccn1)[C@@H]2CO	-3[16.7 µM]	0	-2	0.0	0	0	.	0
45	COCC1CCCN(Cc2nc(-c3ccc4c(c3)OCO4)no2)C1 (stereo not given)	3	0	9	0.0	-6	6	.	.
46	CCOc1ccccc1N1CCN(CC(=O)Nc2ccnn2C2CCCC2)CC1	-7	0	4	-2.1	-3	-12	-2	-4
47	CNC(=O)C[C@H]1C(=O)N(CCc2ccccc2)C[C@@H]1C	-5	-3	11	-2.0	-4	17	-4	-6
48	C[C@H]1CN([C@@H](C)CO)C(=O)Cc2cc(NC(=O)Nc3ccc4c(c3)OCO4)ccc2O[C@H]1CN(C)S(C)(=O)=O	7[16.7 µM]	-2	-19	0.2	0	-8	-8	.
49	CN(C)c1ccc(/C=N/Nc2cccc(C(=O)O)c2)cc1	-12	0	-16	-5.2	5	17	.	-10
50	COc1cccc(CNc2nc3cc(-c4ccsc4)sc3c(=O)n2C)c1OC	-5	0	0	0.9	-2	1	9	.

Shown as a hit in GSIS activator, among the entries above:
item	structure	miR122 inh	CFTR F508del cor	PglD DTNB	GSIS activator	PGC1a acetyl inh
17	Cc1ccc(-c2ccc(C3[C@@H]4CN(Cc5cccc(F)c5)C[C@H]3N4)cc2)cc1 (stereo not given in full)	.	-1.2&-10	.	997*	-7&1

Entries of single compounds as entered above. Order of values: miR122 inh	Cneo AK release	Statin myotox sup	CFTR F508del cor	PglD DTNB	GSIS activator	PGC1a acetyl inh	FN deposit inh
O=C(Nc1cccc(F)c1)Nc1cccc(Cl)c1 across the screens: .	-3	-18	-3.2	1	-65	.	15
COc1ccc(NC(=O)N(C)C[C@@H]2Oc3ncc(-c4ccc(C#N)cc4)cc3C(=O)N([C@H](C)CO)C[C@@H]2C)cc1 across the screens: 26[16.7 µM]	-5	-4	-0.4	-3	-6	6	.

(next part)
no.	SMILES	miR122 inh	Cneo AK release	Statin myotox sup	CFTR F508del cor	PglD DTNB	GSIS activator	PGC1a acetyl inh	FN deposit inh
51	Cc1ccc(-c2nnn(CC(=O)N(Cc3ccccc3)C(C(=O)NC(C)(C)C)c3ccncc3)n2)o1 (stereo not given)	37	.	-16	-1.0	.	-31	-2	.
52	CC(=O)Nc1ccc2c(c1)C(=O)N(C)[C@@H]1CC[C@H](CC(=O)NCC3CC3)O[C@@H]1CO2	-5[16.7 µM]	-2	2	-2.4	3	-2	10	-6
53	COCc1ccc(CN2CCCC(C(=O)Nc3ccccc3-c3ccc(OC)cc3)C2)o1 (stereo not given)	-3	-1	8	-0.6	5	-1	3	6
54	CCCn1c(SCC(=O)NCc2ccc(C)cc2)n[nH]c1=O	0	.	?	-1.5	.	-1	4	0
55	O=C(NC(=S)N(Cc1ccccc1)Cc1ccccc1)c1ccccc1F	43	-1	-8	.	1	.	5	-29
56	CC(C)CC(=O)Nc1ccc(F)c(Cl)c1	8	-1	.	.	0	.	.	-2
57	CC1CCCC(C)N1CCCNC(=O)Cn1ncc2c3ccccc3n(C)c2c1=O (stereo not given)	-4	-1	2	.	-1	.	-3	.
58	N#Cc1c(-c2ccccc2)nc(-c2cccnc2)[nH]c1=O	-5	0	14	-1.4	-2	0	4	-8
59	C/C=C/c1ccc([C@@H]2[C@H](C#N)N(C(=O)CN3CCOCC3)[C@H]2CO)cc1	.	-3	-26	-0.5	-1	-2	-3	-2

Bioassay records from PubChem BioAssay.
